aSyn tox rescue: qHTS of alpha-syn Inhibitors: NCGC Sytravon Library Screen; S. cerevisiae alpha-synuclein toxicity rescue, BacTiter-Glo growth, 24 h; Potency, µM (top dose mostly 46.1 µM), for the others: at the highest dose growth rescue (activation), usual class: activators; 94,000 tested, 0.02% active; AID 1347070, 2019; active = well fitted activation curve with a large enough effect; also: 0% is about no effect
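Growth restoration measured by BacTiter-Glo luminescence after 24 hr at 30 deg C; alpha-synuclein yeast, raffinose-pregrown to mid-log, were added at OD600=0.02 in galactose medium onto pinned compounds.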
The depositor's hits bear a star; & = joins results of further samples; [ ] = dose if it differs, or a comment. Potency is read from the fitted curve at half-maximal effect.

SMILES	aSyn tox rescue
CN(C)CCCN(C(=O)CCSc1ccccc1)c1nc2cc3c(cc2s1)OCO3	1%
COc1ccc(CNC(=O)c2cc(=O)c3cc(C)ccc3o2)cc1	-6%&6%
CCOc1cc(CNCCSc2nnnn2-c2ccccc2)ccc1OC	-5%
O=c1ccc(Cl)n[nH]1	5%
Cc1ccc([C@H]2C[C@@H](n3cc(-c4ccc(F)cc4)nn3)[C@H](O)CN2C(=O)c2cccs2)cc1	7%
COc1ccc(CNC(=O)c2ccc3c(c2)nc2n3CCCCC2)cc1	-10%
COc1cccc(C2Nc3cccc4cccc(c34)N2)c1	14%
Cc1ccc(CNC(=O)CN(C)S(=O)(=O)c2ccc(Br)s2)cc1	-4%
CC(=O)Nc1ccc(NC(=O)COC(=O)c2ccc(Cl)nc2)cc1	3%
COCCn1c(SCC(=O)NC2CCCC2)nnc1-c1ccncc1	-10%
Cc1cc(C(=O)CCl)c(C)n1CCc1ccc(F)cc1	-17%
COc1ccnc(N=CNOCc2ccc(Cl)cc2)c1C#N	4%
O=C(NC1CC(=O)N(c2ccc(F)cc2)C1)c1ccc(S(=O)(=O)N2CCOCC2)cc1 (stereo unspecified)	-3%
COC(=O)CC1C(=O)NCCN1C(=O)CSc1nc2cc(Cl)ccc2o1 (stereo unspecified)	-5%
Cc1ccc(C)c(CNC(=O)C2CCCCN2S(=O)(=O)c2ccc(F)cc2)c1 (stereo unspecified)	4%
CCc1ccc(C2=C(C)C(N3CCC(C(=O)Nc4cccc(OC)c4)CC3)=NS2(=O)=O)cc1	-3%
COc1cc(C2C(C#N)=C(N)N(c3ccc(F)cc3)C3=C2S(=O)(=O)CC3)ccc1O (stereo unspecified)	3%
CN(C)c1ccc(-n2cccc2)cc1	-16%
Cc1ccc(NS(=O)(=O)c2ccc3c(c2)[C@H]2C=CC[C@H]2[C@@H](c2ccc(F)cc2)N3)cc1C	-5%
Cc1cccc(Cn2c(SCc3ccc(C(=O)N4CCC(C)CC4)cc3)nc3ccncc32)c1	-1%
Cc1ccc(NC(=O)c2ccc(CN3CC(=O)N4CCCCC4C3=O)cc2)cc1 (stereo unspecified)	-11%
O=C1OC(O)c2cccc3cccc1c23 (stereo unspecified)	-6%
CC1Cc2ccccc2N1C(=O)CN1CCN(S(=O)(=O)c2ccc3c(c2)OCCCO3)CC1 (stereo unspecified)	8%
CCOc1ccccc1NC(=O)c1cc2ccccc2o1	-10%
C/C=C/c1ccc(OCC(=O)N2CCc3cc(OC)c(OC)cc3C2)c(OC)c1	-5%
New compounds follow.
SMILES	aSyn tox rescue
COc1ccc(NC(=O)CSc2nc(-c3cccs3)cc(C(F)(F)F)n2)cc1OC	2%
Cc1ccc(Cl)cc1N1CCN(C(=O)C(=O)N2CCCCC2)CC1	1%
CCOc1ccc2c(c1)c(=O)c(C(=O)c1ccc3c(c1)OCO3)cn2Cc1ccc(F)cc1	-4%
CC(=O)Nc1cccc(OCCCNC(=O)c2cccc3ccccc23)c1	0%
CCOc1ccc(CNC(=O)CCS(=O)(=O)c2ccc3c(c2)oc(=O)n3C)cc1	-8%
COc1cccc(-n2c(=O)c3c(C)c(C(=O)N(C)C)sc3n(Cc3ccc(F)cc3Cl)c2=O)c1	-7%
O=C(Cn1c(=O)nc(-c2ccccc2)c2cc(Cl)ccc21)N1CCN(c2ccccc2F)CC1	4%
COCCN1CN=C(NS(=O)(=O)c2ccc(C)cc2)NC1	7%
COc1ccccc1Nc1c2c(nc3ccc(NC(=O)/C=C/c4cccc(OC)c4OC)cc13)CCCC2	-47%[inhibitor]
COc1ccc2cc(CNc3ccc(OC)c(OC)c3)c(=O)n(CC(=O)Nc3ccc(C)cc3)c2c1	3%
CC1(C)Cc2cccc(OCC(=O)N3CCN(c4ccccc4Cl)CC3)c2O1	6%
CS(=O)(=O)N1CCN(c2ccc([N+](=O)[O-])cc2C(F)(F)F)CC1	15%
O=C(Cc1ccccc1)c1nnc(-c2ccccc2)o1	13%
Cc1ccccc1Cn1cc(C)c(=O)[nH]c1=O	-1%
COc1ccc(-c2nc(Cn3c(SCc4cccc(F)c4)nc4cccnc43)c(C)o2)cc1	-1%
NC(=O)C1(N2CCCCC2)CCN(Cc2nc(-c3cccs3)no2)CC1	-1%
CN(c1ccccc1)S(=O)(=O)c1cccc(C(=O)NCC(c2cccs2)N2CCOCC2)c1 (stereo unspecified)	-4%
C[C@H](NC(=O)c1cc2c(cn1)[nH]c1ccccc12)C(=O)O	-33%[inhibitor]
COc1ccccc1NC(=O)Oc1cccc(OC(=O)c2ccccc2)c1	-3%
CCOC(=O)c1oc2c(c1C)-c1nn(Cc3ccccc3Cl)cc1CC2	12%
CCC/C=C/c1ccc(CN2C(C)C(=O)N(Cc3cn(CCOCOC)nn3)CCS2(=O)=O)cc1 (stereo unspecified)	-4%
Cc1ccc2nc(SCC(=O)N3CCCCC3)nc(=O)n2c1	7%
N#CCCn1cc(CNC2CCC(O)CC2)c2ccccc21 (stereo unspecified)	2%
C=CCn1c(O)c2ccc(C(=O)N=NC(=O)c3ccc(F)cc3)cc2c1O	-10%
O=C(NNc1nc(Nc2ccccc2)nc(N2CCOCC2)n1)Nc1ccc(Cl)cc1	1%

Exported with bars between the fields: 15 of the compounds above
smiles | aSyn tox rescue
CN(C)CCCN(C(=O)CCSc1ccccc1)c1nc2cc3c(cc2s1)OCO3 | 1%
COc1ccc(CNC(=O)c2cc(=O)c3cc(C)ccc3o2)cc1 | -6%&6%
CCOc1cc(CNCCSc2nnnn2-c2ccccc2)ccc1OC | -5%
O=c1ccc(Cl)n[nH]1 | 5%
Cc1ccc([C@H]2C[C@@H](n3cc(-c4ccc(F)cc4)nn3)[C@H](O)CN2C(=O)c2cccs2)cc1 | 7%
COc1ccc(CNC(=O)c2ccc3c(c2)nc2n3CCCCC2)cc1 | -10%
COc1cccc(C2Nc3cccc4cccc(c34)N2)c1 | 14%
Cc1ccc(CNC(=O)CN(C)S(=O)(=O)c2ccc(Br)s2)cc1 | -4%
CC(=O)Nc1ccc(NC(=O)COC(=O)c2ccc(Cl)nc2)cc1 | 3%
COCCn1c(SCC(=O)NC2CCCC2)nnc1-c1ccncc1 | -10%
Cc1cc(C(=O)CCl)c(C)n1CCc1ccc(F)cc1 | -17%
COc1ccnc(N=CNOCc2ccc(Cl)cc2)c1C#N | 4%
O=C(NC1CC(=O)N(c2ccc(F)cc2)C1)c1ccc(S(=O)(=O)N2CCOCC2)cc1 (stereo unspecified) | -3%
COC(=O)CC1C(=O)NCCN1C(=O)CSc1nc2cc(Cl)ccc2o1 (stereo unspecified) | -5%
Cc1ccc(C)c(CNC(=O)C2CCCCN2S(=O)(=O)c2ccc(F)cc2)c1 (stereo unspecified) | 4%

New compounds follow
SMILES	aSyn tox rescue
Cc1ccc(-c2sc(C(=O)Nc3ccc(Br)cc3)cc2CC(=O)O)cc1	-72%[inhibitor]
Nc1cccc2c1C(=O)N(CCOc1ccc(F)cc1)C2=O	-3%
Cc1cccc(C(=O)OCC(=O)c2c(N)n(CC(C)C)c(=O)n(C)c2=O)c1[N+](=O)[O-]	6%
COc1ccc(-c2cc(C(F)(F)F)nc(SCC(=O)N3CCCCC3)n2)cc1OC	1%
Cc1ccc2c(c1)c1c(c(=O)n(Cc3ccccc3)c(=O)n1Cc1ccccc1F)n2C	2%
Cc1cccc(CCNC(=O)c2cccc(NC3=NC4CS(=O)(=O)CC4S3)c2)c1 (stereo unspecified)	-7%
COc1ccccc1N1CCN(CCCNC(=O)c2nnc(Cc3ccc(F)cc3Cl)o2)CC1	-7%
Cc1cc(C)nc(NNS(=O)(=O)c2ccc(F)c(Cl)c2)n1	1%
Cc1ccnc2nc(C(=O)NCc3ccccc3)nn12	-7%
CC[C@H](C)[C@H]1CNC(=S)N1CC1CCN(CCC(C)C)CC1	-12%
COCc1cc(=O)[nH]c(/N=C(\N)Nc2cccc(Cl)c2)n1	3%
CC(C)OCCCNC(=O)c1ccc(CSc2nc3cccnc3n2Cc2ccccc2)cc1	-8%
CCOc1ccc(OCC)c(NC(=O)c2cnc(SC)nc2-c2ccccc2)c1	4%
Cc1ccccc1-c1ncnn1-c1sc2c(c1C#N)CCCCC2	3%
Cc1cccc(C(=O)Nc2ccn(C)n2)c1	7%
COc1ccc(Cl)cc1NC(=O)CN1CCN(S(=O)(=O)c2ccc(F)cc2)CC1	-5%
O=C(NCc1ccc(Cl)cc1)c1ccc(-n2cccn2)nc1	0%
CCOC(=O)N1CCC(NC(=O)c2cnn(-c3ccc(C)cc3)c2-n2cccc2)CC1	-14%
Cc1ccc(NC(=O)c2oc3ccc(S(=O)(=O)N4CCCCC4)cc3c2C)cc1C	-5%
COc1ccc(Nc2ncc(C(=O)Nc3cccc(Cl)c3)c3ccccc23)cc1	-2%
CS(=O)(=O)c1ccccc1-c1nnc(NC(=O)COc2ccc(Cl)cc2)o1	-8%
Cc1cccc(CSc2nc3ccncc3n2Cc2ccc(C(=O)O)cc2)c1	-6%
Cc1noc(NS(=O)(=O)c2ccc(NC(=O)CC(C)C)cc2)c1C	-4%
CCOC(=O)COc1cccc2c(=O)n(CC(=O)NCc3ccccc3)ccc12	6%
NC(=O)C1CCN(C(=O)c2cc3ccccn3n2)CC1	-12%
(list continues)
SMILES	aSyn tox rescue
Cc1nc2ccc(NC(=O)c3ccc(Cl)nc3)cc2s1	9%
COc1ccccc1/C=C/C(C)=O	-8%
Cc1cc2oc(=O)cc(CN3CCOCC3)c2cc1C(C)C	-3%
NC(=S)NN=Cc1nccc2c(N)cccc12	0%
CN(CC(=O)Nc1cccc(F)c1)C(=O)c1ccccc1CCc1ccccc1	-3%
O=[N+]([O-])c1ccc(C2=NN(CCO)C(=Nc3ccc(OC(F)(F)F)cc3)SC2)cc1	1%
CNc1nnc(SCC(=O)c2c(N)n(C3CC3)c(=O)[nH]c2=O)s1	-43%[inhibitor]
COCCN(CCOC)C(=S)Nc1ccccc1Cl	2%
CC(=O)Nc1ccc(S(=O)(=O)NNC(=O)COc2ccc(Cl)cc2Cl)cc1	7%
Cc1oc2c(c1C(=O)NCc1cccc(Br)c1)C1=NCCN1C=N2	-19%
O=[N+]([O-])c1ccccc1/C=N/OCc1ccccc1	8%
CCCCOC(=O)c1ccc(NS(=O)(=O)c2c(C)nc3scc(C)n3c2=O)cc1	-38%[inhibitor]
Cc1c(N=C2N=C(NC(=O)Nc3ccc(Cl)cc3)c3ccccc32)c(=O)n(-c2ccccc2)n1C	13%
COc1cccc2[nH]c(C(=O)NCc3ccc4c(c3)CCN4C(=O)c3ccc(F)cc3)cc12	21%
Cc1cc(C)cc(NC(=O)CC(C)n2nc(C)cc2C)c1 (stereo unspecified)	-7%
CC1(C)Cc2c(sc3nc(N/N=C/c4ccccc4)[nH]c(=O)c23)CO1	-22%
COc1cccc(NC(=O)CCc2nnc3n(CC(C)C)c(=O)c4ccccc4n23)c1	-12%
Cc1ccc2c(c1)nnn2C1CCN(S(=O)(=O)c2ccc(C(=O)O)cc2)CC1	13%
O=C(COC(=O)c1cccnc1Cl)Nc1ccc(N2CCOCC2)cc1	-1%
CC(C)(C)n1nc2c(c1NC(=O)c1ccc(S(=O)(=O)N3CCCC3)cc1)CSC2	12%
O=C(O)c1ccc(CNCc2ccc(F)cc2)cc1	8%
CC(Oc1ccc(F)cc1)C(=O)N(CCC1=CCCCC1)c1c(N)n(Cc2ccccc2)c(=O)[nH]c1=O (stereo unspecified)	3%
O=C(COc1ccccc1)N1CCN(C(=O)COc2ccccc2)CC1	-4%
CC1CN(C(=O)CCC(=O)N2CCOCC2)c2ccccc2O1 (stereo unspecified)	-1%
S=C(NCCN1CCOCC1)NC1CCCCC1	3%
Further records:
SMILES	aSyn tox rescue
Cc1ccc(-c2onc(C)c2C)cc1S(=O)(=O)NCc1ccco1	-3%
O=C(Nc1cc(F)ccc1F)c1ccc2c(c1)nnn2C1CCCC1	-6%
CCc1ccc(C(=O)NNC(=O)C2CCN(c3ncnc4sc(C)c(C)c34)CC2)cc1	-13%
CCc1cccc(C)c1NC(=S)NCc1ccc2[nH]c(C)cc2c1	7%
Cc1ccc2c(c1)-c1nc(-c3ccc(Cl)cc3)cc(-c3coc4ccccc4c3=O)c1CO2	-7%
COc1ccc(N(CCC(=O)O)S(=O)(=O)c2ccc(C)cc2C)cc1	-4%
O=C(NCCCN1CCOCC1)c1ccc(CSCc2cccc(Cl)c2)o1	0%
O=C(CSc1nc2c(sc3ccccc32)c(=O)n1-c1ccccc1)NCc1ccco1	0%
Fc1ccc(Nc2nc(-c3cccc(Cl)c3)c3c(n2)-c2ccccc2OC3)cc1	-3%
CC(=O)N1CCc2cc(CNC(=O)Nc3ccc(Br)c(C)c3)ccc21	4%
C/C(CC(=O)NC1CCCCC1)=N\NC(=O)Cc1ccc(-c2ccccc2)cc1	-4%
Cc1ccc(-n2nnnc2CNC(=O)c2ccccc2)cc1C	-7%
COc1cccc(CNC(=O)CN2C(=O)CCn3nc(-c4cn(C)c5ccccc45)cc32)c1OC	0%
O=c1c(S(=O)(=O)c2ccccc2)cn(Cc2ccc(F)cc2)c2cc(N3CCCC3)c(F)cc12	-2%
Cc1nc2ncnn2c(C)c1CCC(=O)NCc1ccc(Cl)cc1	-4%
Nc1ccc2nc[nH]c2c1	10%
c1ccc2c(c1)nc(N1CCOCC1)c1nnnn12	-2%
COc1cc2cc(CN(Cc3cccnc3)C(=O)Nc3ccccc3)c(=O)[nH]c2cc1OC	-5%
Cc1cc(Nc2ccccc2Cl)n2nc(-c3ccco3)nc2n1	6%
CCCN(C(=O)c1cn(C)c(=O)c2cc(OC)c(OC)cc12)c1ccc(CC)cc1	3%
CCOC(=O)COc1ccc(/C=C(\C#N)c2nc3ccc(C)cc3[nH]2)cc1OC	-3%
CCOc1ccc(C(=O)Cn2cnc3ccccc3c2=O)cc1	-1%
CC(Oc1ccccc1)C(=O)N1CCN(S(=O)(=O)c2ccc(OC(F)(F)F)cc2)CC1 (stereo unspecified)	9%
O=C(Nc1cc(=O)[nH]c2nc(-c3ccccc3)nn12)c1ccccc1Cl	-2%
Cn1/c(=N/N=C/c2ccccn2)sc2ccccc21	-2%
Cc1cc2c(cc1S(=O)(=O)CCC(=O)N1CC(C)CC(C)C1)OCC(=O)N2 (stereo unspecified)	-10%

Compound activity as filed in PubChem.

Not all compounds are listed, so the mix of outcomes need not match the whole.
